# Source: PubChem BioAssay
# SENP8 block-1 – inhibitors of human SENP8 protease; Q96LD8; purified SENP8, Z-RLRGG-aminoluciferin cleavage, luminescence; inhibition, % at 10 µM; 330,000 compounds, 1.2% hits; AID 2540; in the data active = inhibition above about 50%
# Target sequence (Q96LD8 whole entry, looked up): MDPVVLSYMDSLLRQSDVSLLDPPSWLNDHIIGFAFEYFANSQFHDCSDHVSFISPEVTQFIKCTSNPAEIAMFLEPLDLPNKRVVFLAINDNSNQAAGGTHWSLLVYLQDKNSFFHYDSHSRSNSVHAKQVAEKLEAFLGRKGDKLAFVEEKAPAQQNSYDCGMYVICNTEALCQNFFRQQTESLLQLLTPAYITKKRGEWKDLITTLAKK
# UBC13 inh – inhibitors of human UBC13 polyubiquitin chain formation | P61088 | TR-FRET | inhibition, % at 20 µM | 330,000 compounds, 0.47% hits | AID 485273; in the data active = inhibition above about 45%, passing the limit was not always enough
# Target sequence (P61088 whole entry, looked up): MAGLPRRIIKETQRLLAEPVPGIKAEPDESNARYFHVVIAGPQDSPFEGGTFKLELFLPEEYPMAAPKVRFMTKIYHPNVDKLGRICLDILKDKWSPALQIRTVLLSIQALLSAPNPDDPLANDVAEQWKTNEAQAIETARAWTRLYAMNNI
# A3G deaminase – APOBEC3G (human) deaminase inhibition | recombinant A3G, ssDNA deamination FAM/TAMRA fluorescence | inhibition, % at 20 µM | 330,000 compounds, 0.28% hits | AID 493012;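 active = inhibition of at least 40% at 20 µM, with no more than 30% in the related APOBEC3A deaminase screen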;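 note: plate controls were DMSO wells with A3G for no effect and wells lacking A3G enzyme for full effect; some compounds called inactive have numbers as strong as hits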
# SENP8 block-2 – blocks human SENP8 cleavage of Nedd8 substrate; recombinant SENP8, Nedd8 substrate fluorescence; inhibition, % at 20 µM; 360,000 compounds, 0.64% hits; AID 602440; in the data active = inhibition mostly above about 40%, no sharp cut-off; inactive = mostly below about 27%
# SENP7 inh – SENP7 protease inhibition; recombinant SENP7, Z-RLRGG-aminoluciferin luminescence, 40 min; 330,000 compounds, 1.5% hits; inhibition, % at 5 µM;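 active = inhibition above about 50% at the single test dose, limit read from the data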;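 note: plate controls were DMSO with enzyme for no effect and no enzyme buffer wells for full effect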
# Apaf1 inhib – inhibitors of human Apaf-1 apoptosome; AID 489030; inhibition, % at 20 µM; 330,000 compounds, 0.71% hits; reconstituted apoptosome caspase-3 activity, DEVD-Rh110 fluorescence; O14727; active = inhibition of at least 40% at 20 µM;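 note: plate controls were DMSO wells for no effect and DEVD-CHO caspase inhibitor wells for full effect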
#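 Assay system – apoptosome proteins · Medium – Hepes buffer, pH 7.5 · Also added – cytochrome c with DEVD-Rh110 · Timing – 30 min compound preincubation, 50 min activation, room temperature · Detection – Rh110 fluorescence, excitation 480 nm, emission 540 nm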
# SENP1 inh – inhibitors of human SENP1 SUMO protease catalytic domain; 360,000 compounds, 0.21% hits; recombinant SENP1 catalytic domain, CyPet-SUMO1-YPet FRET cleavage; AID 624204; inhibition, % at 10 µM;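 active = inhibition at least 30% at 10 µM, raw YFP signal under a set limit, fluorescence ratio 0.5 to 1.5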;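 note: 0% = enzyme with DMSO and 100% = no enzyme wells; some results filed as inactive read as strong as hits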
# Target sequence (Q9P0U3 419-644 limits assumed): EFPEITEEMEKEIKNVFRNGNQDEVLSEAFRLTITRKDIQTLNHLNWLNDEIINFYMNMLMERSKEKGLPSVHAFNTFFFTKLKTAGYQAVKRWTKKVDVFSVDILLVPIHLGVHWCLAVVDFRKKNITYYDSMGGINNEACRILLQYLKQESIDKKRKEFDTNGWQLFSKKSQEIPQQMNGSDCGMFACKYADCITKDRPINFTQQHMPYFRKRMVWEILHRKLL
#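 material = recombinant human SENP1 catalytic domain, His6-tagged | quantity = 20 pM enzyme | reagent = 25 nM SUMO1 FRET substrate | compound dosing = 10 µM single point, 0.5% DMSO | timing = 50 min enzyme reaction, room temperature, light-protected | detection = FRET, CFP and YFP emission | control set = no-enzyme low, enzyme-DMSO high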
# SENP6 block – inhibitors of human SENP6 protease; Recombinant SENP6 catalytic domain, aminoluciferin luminescence; Q9GZR1; inhibition, % at 10 µM; 330,000 compounds, 1.8% hits;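 active = inhibition above about 50% at the single tested dose, limit read from the data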;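 note: plate controls were DMSO wells with enzyme for no effect and DMSO wells lacking enzyme for full effect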
# Target sequence (Q9GZR1 628-1112 limits assumed): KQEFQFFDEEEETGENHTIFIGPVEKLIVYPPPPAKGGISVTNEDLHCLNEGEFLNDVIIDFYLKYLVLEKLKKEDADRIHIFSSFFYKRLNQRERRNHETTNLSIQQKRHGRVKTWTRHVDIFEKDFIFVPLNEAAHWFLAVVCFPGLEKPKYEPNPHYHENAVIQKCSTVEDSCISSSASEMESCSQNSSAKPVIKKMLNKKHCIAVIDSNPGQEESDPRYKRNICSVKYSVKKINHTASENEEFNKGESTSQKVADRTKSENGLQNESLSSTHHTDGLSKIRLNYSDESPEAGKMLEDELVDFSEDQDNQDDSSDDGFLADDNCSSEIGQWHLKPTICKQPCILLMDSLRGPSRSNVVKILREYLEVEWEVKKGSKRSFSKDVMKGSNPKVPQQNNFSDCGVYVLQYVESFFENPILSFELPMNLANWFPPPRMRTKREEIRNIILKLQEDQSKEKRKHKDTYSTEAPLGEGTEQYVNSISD
# * = called active by the depositor; . = no result given. The order is random. Share with any hit: about 3.6%.
SMILES,SENP8 block-1,UBC13 inh,A3G deaminase,SENP8 block-2,SENP7 inh,Apaf1 inhib,SENP1 inh,SENP6 block
Cc1csc(=O)n1CCC(=O)OCC(=O)Nc1ccc(F)c(F)c1F,-2,-2,-6,10,-2,4,2,-3
Cn1c(=O)c(=O)n(C)c2cc(S(=O)(=O)CCC(=O)Nc3ccc(F)cc3)ccc21,-3,-6,-4,6,-4,3,1,-4
O=C1CSC(=O)N1CC(O)COc1ccc(Cl)cc1 (configuration not stated),-12,-2,-1,12,-6,2,3,-4
COc1ccc2c(c1)c(=O)c(C(=O)c1ccc(C)cc1)cn2CC(=O)Nc1ccc(F)cc1,-6,6,-7,-34,-4,10,1,6
O=C(c1ccccc1)N1CCN(C(=O)c2cc3ccccc3oc2=O)CC1,1,0,-5,8,9,2,-1,-12
Cn1c(CCCNC(=O)c2ccccc2)nc2ccccc21,-2,1,3,32,8,-2,0,2
Cc1ccc(OC(C)C(=O)Nc2ccccc2C(=O)N2CCOCC2)cc1 (configuration not stated),-5,9,-12,11,-1,-12,3,-13
CCN(C(=O)COc1cccnc1[N+](=O)[O-])C1CCS(=O)(=O)C1 (configuration not stated),1,0,-7,12,-2,-15,0,0
CCNC(=S)N/N=C/c1ccc(OCc2ccc(C(=O)OC)cc2)cc1,0,-9,-3,6,3,-2,-5,6
CC(C)(C)c1ccc(CN2N=Nc3ccccc3S2(=O)=O)cc1,-10,-28,-9,32,0,18,1,2
C[C@@H]1CC=C[C@@H]2[C@H]1C(=O)N(Cc1ccccc1)[C@H]2c1cccc(C#Cc2ccccc2)c1,.,.,6,-2,10,21,-3,.
Cc1csc(NC(=O)CSc2nnc(-c3ccncc3)n2C)n1,5,6,-6,5,2,-18,-1,-1
O=C(NNC(=O)C1CC1c1ccccc1)c1cccc([N+](=O)[O-])c1 (configuration not stated),-6,-6,0,28,10,9,3,7
Cc1ccc(NC(=O)CCCN2C(=O)/C(=C/C=C/c3ccccc3)SC2=S)cc1,-4,-21,-11,20,-3,19,7,15
Cc1ccc(NC(=O)CN2CCN(S(=O)(=O)c3cccs3)CC2)cc1S(=O)(=O)N(C)C,5,-6,-7,-14,4,3,-6,-3
COc1ccc(S(=O)(=O)N2CCCC2)c(Cl)c1Cl,1,-1,-2,1,-7,1,0,17
O=C(CN1CCN(Cc2ccccc2)CC1)Nc1ccc(Cl)cc1,0,6,6,8,4,9,1,-38
COc1ccc(N2C(=O)CSC(c3ccccc3)C2=O)cc1 (configuration not stated),-1,3,-7,6,-9,14,1,-7
O=C1CC(=C2c3ccccc3-c3ccccc32)C(=O)N1CCN1CCN(c2ccccc2)CC1,-12,-16,6,21,-8,5,5,-6
COCCNC(=O)CN(c1ccc(C)cc1)S(=O)(=O)c1ccc(SC)cc1,-6,12,-6,16,-2,-5,2,7
N#Cc1c(NC(=O)CCN2C(=O)c3ccccc3C2=O)oc(-c2ccccc2)c1-c1ccccc1,-3,-12,0,4,-6,15,0,-6
CN(Cc1ccccc1)c1ccc(S(=O)(=O)N2CCC(C(=O)O)CC2)cc1[N+](=O)[O-],-1,-7,-1,11,10,10,4,-9
Cc1cc(=O)nc2c3ccccc3n(C(C)C(=O)Nc3cc(F)ccc3F)n12 (configuration not stated),0,-6,4,-25,8,-8,-1,-4
CCOc1cc(C(=S)N2CCOCC2)ccc1OS(=O)(=O)c1ccc(NC(C)=O)cc1,-2,1,-1,20,-2,-19,3,1
O=C(CN1CCN(Cc2ccccc2)CC1)N/N=C/c1cccnc1,8,-4,-4,12,2,-28,2,5

# Structural class: the compounds so far with a nitro group on carbon (3)
SMILES,SENP8 block-1,UBC13 inh,A3G deaminase,SENP8 block-2,SENP7 inh,Apaf1 inhib,SENP1 inh,SENP6 block
CCN(C(=O)COc1cccnc1[N+](=O)[O-])C1CCS(=O)(=O)C1 (configuration not stated),1,0,-7,12,-2,-15,0,0
O=C(NNC(=O)C1CC1c1ccccc1)c1cccc([N+](=O)[O-])c1 (configuration not stated),-6,-6,0,28,10,9,3,7
CN(Cc1ccccc1)c1ccc(S(=O)(=O)N2CCC(C(=O)O)CC2)cc1[N+](=O)[O-],-1,-7,-1,11,10,10,4,-9

# Additional records follow.
SMILES,SENP8 block-1,UBC13 inh,A3G deaminase,SENP8 block-2,SENP7 inh,Apaf1 inhib,SENP1 inh,SENP6 block
COc1cc(C=O)cc(Cl)c1OC(=O)N1CCOCC1,-7,-8,-8,11,-3,10,3,8
CCNC(=S)NNc1nnc(-c2ccccc2)c(-c2ccccc2)n1,-4,-1,-6,30,-5,6,0,6
COCCn1c(N)c(N(Cc2ccccc2)C(=O)C2=COCCO2)c(=O)[nH]c1=O,1,-2,18,-5,9,5,17,1
CSC[C@@H]1NC(=S)N(c2ccc(C)cc2)C1=O,5,6,-6,16,0,-3,1,-8
C/C(=N\NS(=O)(=O)c1ccc(Br)cc1)c1ccc(-n2ccnc2)cc1,-5,-4,2,-88,4,3,0,-1
N#Cc1c(=O)c2nc(NCCCO)ncc2n2c(=O)c3ccccc3[nH]c12,-2,-38,-6,-309,-1,19,-29,-40
CN(C)CCCNc1oc(-c2ccccc2)nc1C#N,4,12,-3,-386,-8,-9,1,-15
COc1ccc(C(=O)Oc2ccc3ccc(=O)oc3c2)cc1,-2,8,-8,-283,15,-4,-161,3
COc1ccc(C(=O)OCc2ccccc2F)cc1S(=O)(=O)N1CCCC1,6,9,-5,15,2,5,2,7
COc1nc(NCc2ccco2)nc(NC2CCCCC2)n1,-13,2,1,15,-5,6,-7,-10
COc1ccc(NS(=O)(=O)c2ccc(O)c(NC(=O)c3ccc(S(=O)(=O)N4CCCC4)cc3)c2)cc1,-3,-16,-6,24,-4,0,2,-10
CCOC(=O)CCCCCC(=O)Nc1ccc2c(c1)C(=O)N([C@H](C)CO)C[C@@H](C)[C@H](CN(C)Cc1ccc3c(c1)OCO3)O2,3,7,-5,-16,-1,4,3,2
COc1ccc(/C(O)=C2/C(=O)C(=O)N(CCN3CCOCC3)C2c2cccnc2)cc1OC (configuration not stated),3,-25,-5,13,1,2,0,-10
O=C(COC(=O)c1ccc2c(c1)OCCO2)Nc1ccc(F)cc1F,2,2,-7,15,4,-3,4,-4
CC1CN(c2nc3c(c(=O)n(C)c(=O)n3C)n2Cc2c(Cl)cccc2Cl)CC(C)O1 (configuration not stated),-6,-12,-1,22,-5,3,1,-5
CCOC(=O)C1(C)/C(=N/Nc2ccccc2)C(=O)C(=O)N1c1ccccc1 (configuration not stated),2,-72,22,21,3,9,3,-5
CCc1ccc(NC(=S)Nc2ccc3[nH]c(=O)[nH]c3c2)cc1,-6,0,-3,31,10,-15,-2,-10
CCOC(=O)c1c(S(=O)(=O)N(C)Cc2ccco2)c(C)n(C)c1C,-9,-4,-9,17,-11,-2,2,-6
Cc1ccc2c(c1)N(CC(=O)NCc1cccs1)C(=O)CO2,-2,5,-5,9,6,-25,2,-14
C=CCOc1cccc(C2/C(=C(/O)c3ccc(C)cc3)C(=O)C(=O)N2CCN2CCOCC2)c1 (configuration not stated),-5,-2,-5,-52,6,-7,-4,-3
Nc1nc(SCC(=O)Nc2ccccc2C(F)(F)F)[nH]c(=O)c1-c1ccccc1,-3,1,0,5,8,2,2,-3
N#Cc1cc2c(nc1SCc1ccc(Cl)nc1)CCCCC2,0,6,-5,16,6,-1,-1,-11
Cc1c(OCC(=O)N2CCC(C(=O)NCCCC(=O)O)CC2)ccc2c1oc(=O)c1ccccc12,-3,14,-9,-409,-4,-1,4,-2
CCC1(c2ccc(F)cc2)NC(=O)N(CC(=O)NC2CC2)C1=O (configuration not stated),-6,4,-7,1,-2,6,-1,-2
CCOc1ccc2[nH]c(C(=O)N/N=C/c3cccc(OC)c3OC)cc2c1,2,-2,-6,-305,3,21,2,1
# The listing continues.
SMILES,SENP8 block-1,UBC13 inh,A3G deaminase,SENP8 block-2,SENP7 inh,Apaf1 inhib,SENP1 inh,SENP6 block
Cc1noc(NS(=O)(=O)c2ccc(N3CC(O)=C(c4ccccc4)C3=N)cc2)c1C,-3,0,-9,-10,-6,-1,-3,-17
COc1ccccc1CNC(=O)C1CCN(S(=O)(=O)N2CCCCC2)CC1,3,4,-6,8,5,-11,3,4
Cc1ccc(N2CN(Cc3cccnc3)CNC2=S)cc1,-1,-2,-8,19,3,3,3,-25
Cn1c(=O)c(C(=O)NCc2ccccc2)c(O)c2ccccc21,-8,35,-5,-24,-4,10,1,-13
Cc1cc(C)nc(NC(=O)CCN2C(=O)c3ccccc3S2(=O)=O)n1,-5,0,-3,-1,-3,-3,0,-20
CN(C)c1nc(N)nc(CSc2nc3c(c(=O)n(C)c(=O)n3C)n2Cc2ccccc2F)n1,-11,-7,-1,-1,-7,-11,0,11
Cn1c(=O)c2c(nc(N3CCN(c4ccc([N+](=O)[O-])cc4)CC3)n2C)n(C)c1=O,2,-10,-8,29,0,0,-2,-13
Cc1cnc(C(=O)Nc2ccc(C)c(S(=O)(=O)N3CCCCCC3)c2)cn1,1,-5,-7,7,-6,20,0,-8
Cc1nc2ccc(NC(=O)COc3cccc(F)c3)cc2s1,-7,-7,-2,-1,6,12,-7,-34
COc1cc(CC(=O)NCCc2ccc(OCc3ccccc3)cc2)c([N+](=O)[O-])cc1OC,0,-5,-1,18,18,13,-1,-13
COc1ccc(/C=N/NC(=O)c2cc(C3CC3)[nH]n2)cc1OC,0,-4,-2,-57,-4,-17,0,-11
C(=N\Nc1ncnc2sc3c(c12)CCC3)/c1ccncc1,-8,-4,-2,-15,-3,7,-2,-5
COc1ccccc1C(C(=O)NCc1ccc(F)cc1)N(C(=O)c1csnn1)C1CC1 (configuration not stated),-2,7,-6,19,3,7,2,2
CCOC(=O)c1c(-c2ccccc2)nc2ccc(Cl)cn12,-6,4,-1,5,1,15,-1,-4
CC1=NN(C(N)=S)C(=O)C1N=Nc1cccc(C)c1 (configuration not stated),60*,-14,-1,30,54*,-14,4,1
O=C(COC(=O)c1ccc(S(=O)(=O)N2CCCC2)cc1)NCc1ccco1,2,1,1,9,1,-12,0,12
O=C(CCNS(=O)(=O)c1ccccc1)OCC(=O)c1ccc[nH]1,-7,-7,-3,-14,8,3,-26,-16
CC(=O)Nc1ccc(C(=O)N2CCc3cc4c(cc3C2C)OCCCO4)cc1 (configuration not stated),-2,5,-9,38,0,-5,-4,1
COc1ccc(OC)c(S(=O)(=O)NCCc2csc(-c3cccnc3)n2)c1,-5,-6,-6,18,3,-16,1,-3
CC(C)Cn1c(=O)c2c(nc3n2CC(C)CN3Cc2ccccc2)n(C)c1=O (configuration not stated),5,6,-5,11,12,12,1,9
O=C(CN1CCc2ccccc21)NC(c1ccccc1)c1ccccc1,1,3,-3,-7,5,9,-9,11
NC(=O)CSc1nnc(-c2ccncc2)n1-c1ccc(Cl)cc1,-9,-6,-5,2,16,0,2,-5
O=C(NC1CCCCC1)C(c1ccc(F)cc1)N(Cc1ccccc1)C(=O)CN1C(=O)c2ccccc2S1(=O)=O (configuration not stated),-8,-7,-8,2,-10,12,2,-9
CCCCc1ccc(NC(=O)CSc2nc(=O)n(CCN(CC)CC)c3c2CCCC3)cc1,5,7,-6,10,3,39,-2,1
O=C1c2ccccc2NC(c2ccc3c(c2)OCCO3)N1c1ccc2c(c1)OCCO2 (configuration not stated),3,14,-5,-289,-5,10,-1,5
COc1cc(C2C(C(=O)c3ccco3)=C(O)C(=O)N2c2cc(C)on2)ccc1OCc1ccccc1 (configuration not stated),-3,-14,-2,.,12,2,.,20
CN(C)/C=N/c1ncc(-c2ncc(C(F)(F)F)cc2Cl)cn1,-1,13,-5,-381,-12,-5,1,-14
CC(C)(C)c1ccc(CSc2nc(N)cc(=O)[nH]2)cc1,-14,1,-7,23,-3,15,1,3
CC(CC(=O)NCc1ccc(Cl)cc1)c1ccccc1 (configuration not stated),0,1,-20,8,2,-10,0,12
